USP8 block – blocks human USP8 ubiquitin-rhodamine cleavage; hit rate 4.2% among 47,000; P40818; inhibition, % at 20 µM; purified USP8, Ub-rhodamine cleavage fluorescence, 30 min
USP10 inh – inhibitors of human USP10 deubiquitinase; Q14694; purified USP10, Ub-rhodamine fluorescence, 60 min; inhibition, % at 20 µM; hit rate 1.1% among 47,000; AID 1645856
USP30 block – human USP30 deubiquitinase inhibition. purified USP30, Ub-rhodamine cleavage fluorescence. Q70CQ3. inhibition, % at 25 µM. hit rate 5.3% among 47,000
OTUD3 block – human OTUD3 deubiquitinase inhibition | Q5T2D3 | purified OTUD3, Ub-rhodamine fluorescence, 2 h | inhibition, % at 25 µM | hit rate 0.7% among 47,000 | AID 1645858
Target sequence (Q5T2D3 whole entry, looked up): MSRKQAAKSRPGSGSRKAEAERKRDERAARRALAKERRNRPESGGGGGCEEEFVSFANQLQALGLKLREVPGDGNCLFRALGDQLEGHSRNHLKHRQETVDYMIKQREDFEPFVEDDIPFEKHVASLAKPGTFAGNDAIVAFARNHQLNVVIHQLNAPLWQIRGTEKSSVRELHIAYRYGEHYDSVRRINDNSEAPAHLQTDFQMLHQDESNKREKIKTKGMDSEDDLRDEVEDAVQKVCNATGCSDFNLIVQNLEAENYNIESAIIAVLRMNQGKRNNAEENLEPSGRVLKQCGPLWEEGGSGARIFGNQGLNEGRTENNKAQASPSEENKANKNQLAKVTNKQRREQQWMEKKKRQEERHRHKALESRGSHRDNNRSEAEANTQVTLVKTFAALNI
USP28 inh – blocks human USP28 ubiquitin-rhodamine cleavage | purified USP28, Ub-rhodamine cleavage fluorescence, 30 min | inhibition, % at 25 µM | hit rate 3% among 47,000 | AID 1645857
UCHL1 block – blocks human UCHL1 ubiquitin-rhodamine cleavage; P09936; purified UCHL1, Ub-rhodamine cleavage fluorescence; inhibition, % at 20 µM; hit rate 0.2% among 47,000; AID 1645859
Target sequence (P09936 whole entry, looked up): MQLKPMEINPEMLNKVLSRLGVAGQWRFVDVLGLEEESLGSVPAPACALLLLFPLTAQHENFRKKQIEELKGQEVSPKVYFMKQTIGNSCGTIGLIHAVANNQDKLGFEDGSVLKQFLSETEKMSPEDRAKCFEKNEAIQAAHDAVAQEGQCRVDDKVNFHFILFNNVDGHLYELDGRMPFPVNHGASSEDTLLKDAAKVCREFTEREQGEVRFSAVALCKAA
USP17 block – inhibitors of human USP17 deubiquitinase. inhibition, % at 50 µM. purified USP17, Ub-rhodamine cleavage fluorescence, 3 h. A8MUK1. AID 1645855. hit rate 6.5% among 47,000
USP7 block – blocks human USP7 ubiquitin-rhodamine cleavage | purified USP7, Ub-rhodamine cleavage fluorescence | inhibition, % at 20 µM | hit rate 0.3% among 47,000
* hit, by the source's call; i = inactive; nt = no result given. Cut-off read from the data, not from the text of the source: active = inhibition above about 30%; inactive = the rest.

SMILES	USP8 block	USP10 inh	USP30 block	OTUD3 block	USP28 inh	UCHL1 block	USP17 block	USP7 block
Cc1ccc(Cn2c(=O)c3ccccc3n3c(CCC(=O)NCC4CCCO4)nnc23)cc1 (stereo unspecified)	19	3	39*	24	15	0	nt	-1
Cc1ccc(C(C)C)c(OCC(=O)Nc2ccc(S(=O)(=O)N3CCCCC3)cc2)c1	-221	4	-15	4	6	6	3	11
Cn1cc(-c2noc(-c3cccc(NC(=O)c4ccco4)c3)n2)ccc1=O	6	-2	-153	-30	-45	-2	-16	-1
COc1cccc(CNC(=O)C(C)n2nc(C)c3ccccc32)c1OC (stereo unspecified)	-39	5	-5	-6	-4	-2	-5	-2
c1ccc(-c2ccnc3nc(N4CCN(c5ccccc5)CC4)nn23)cc1	-13	-4	-15	-10	-12	-1	-11	-10
CNc1nc(C2CCN(C(=O)C3(c4cccc(C)c4)CCOCC3)C2)nc2c1CN(C)CC2 (stereo unspecified)	-6	-8	-56	-17	-14	-8	-19	-3
O=C(Nc1ccc2c(c1)OCCO2)c1ccc2nonc2c1	-2	1	0	-6	10	0	-1	0
Cc1ccc(NC(=O)CC(c2ccc(F)cc2)N2Cc3ccccc3C2=O)nc1 (stereo unspecified)	17	0	11	8	16	3	1	-22
COc1ccc(C)cc1NC(=O)NC1(c2nc(C)no2)CCCCC1	17	1	16	-2	1	-4	5	-3
O=C(/C=C1\NCCc2cc3c(cc21)OCCCO3)c1cccnc1	1	-3	-19	-13	10	0	3	nt
O=C(NCc1ccco1)c1ccc(Cn2c(SCc3ccccc3)nc3ccncc32)cc1	35*	0	74*	75*	72*	3	88*	59*
Cc1cc(C)n(CC(=O)NCc2ccc(F)cc2)c1-c1nc(C(C)C)no1	5	0	15	12	2	1	0	-30
COc1ccc(S(=O)(=O)N2CCCN(c3nc4cccnc4s3)CC2)cc1	-14	-5	-15	-6	-6	-1	-7	0
NC(=O)c1cc(CC2CCCN(c3ncccn3)CC2)ncn1 (stereo unspecified)	-16	3	-1	-1	3	-1	-5	1
CN(Cc1nc(-c2ccc(N3CCOCC3)nc2)no1)C1CCCCC1	-1	-1	18	11	14	1	0	-1
Cc1c(Cl)cccc1NC(=O)c1[nH]nc2c1COc1ccccc1-2	35*	2	-182	-51	-54	-8	-31	1
Cc1cc(OCC(=O)Nc2ccccc2C#N)nc(-c2ccc(F)cc2)n1	-15	-10	-25	-16	-6	-11	36*	-10
CC1CN(C(=O)c2cccc(C(F)(F)F)c2)Cc2ccccc2N1C (stereo unspecified)	-131	3	16	14	12	5	18	-10
Cc1nc(-c2ccccc2)nc2sc(C(=O)c3cc4ccccc4o3)c(N)c12	-137	-14	i	-124	-131	-126	-76	-80
O=C(NCCc1ccncc1)c1nc2c(o1)CN(CC1CC1)C2	-62	-2	-11	-10	-13	-5	-26	-2
O=C1NC2(CCN(C(=O)Cc3ccccc3Cl)CC2)Nc2ccccc21	-5	0	0	-4	-2	-1	-3	1
O=C(Nc1ccncc1)c1nc2c(s1)CCN(C(=O)c1ccccc1)CC2	-30	0	-23	0	-7	-6	-9	-7
COCCN1C(=O)c2ccccc2C(C(=O)Nc2cccc(C(C)=O)c2)C12CCCC2 (stereo unspecified)	-179	-2	-16	5	3	1	-39	-3
CCn1ccc(C(=O)N2CCC3(CC2)Nc2cccnc2NC3=NCc2ccccc2)n1	-77	-6	-351	-75	-119	-6	-77	-9
O=C(NC1CCCCC1)c1cc2c(cn1)[nH]c1ccccc12	-161	1	-36	-11	59*	0	-38	4
CCN1CCN(S(=O)(=O)c2c(C)nn(-c3ccc(C)cc3)c2C)CC1	1	3	15	6	6	0	5	-3
Cc1cccc(C(=O)Nc2c(C(=O)N3CCN(c4ccccc4F)CC3)[nH]c3ccccc23)c1	-17	0	-14	-5	-11	-1	nt	1
CS(=O)(=O)N1CCC[C@@H](Cn2nnc(-c3ccccn3)n2)C1	-1	0	8	-3	-4	0	-5	0
COC(=O)C1(Cc2ccc(O)cc2)OC(=O)C(O)=C1c1ccc(O)cc1 (stereo unspecified)	-8	-10	70*	78*	78*	37*	85*	-54
Brc1ccc(-c2noc(C(c3ccccc3)c3ccccc3)n2)o1	13	3	19	13	12	4	8	-1

17 of these compounds in another layout:
Compound | USP8 block | USP10 inh | USP30 block | OTUD3 block | USP28 inh | UCHL1 block | USP17 block | USP7 block
Cc1cc(C)n(CC(=O)NCc2ccc(F)cc2)c1-c1nc(C(C)C)no1 | 5 | 0 | 15 | 12 | 2 | 1 | 0 | -30
COc1ccc(S(=O)(=O)N2CCCN(c3nc4cccnc4s3)CC2)cc1 | -14 | -5 | -15 | -6 | -6 | -1 | -7 | 0
NC(=O)c1cc(CC2CCCN(c3ncccn3)CC2)ncn1 (stereo unspecified) | -16 | 3 | -1 | -1 | 3 | -1 | -5 | 1
CN(Cc1nc(-c2ccc(N3CCOCC3)nc2)no1)C1CCCCC1 | -1 | -1 | 18 | 11 | 14 | 1 | 0 | -1
Cc1c(Cl)cccc1NC(=O)c1[nH]nc2c1COc1ccccc1-2 | 35* | 2 | -182 | -51 | -54 | -8 | -31 | 1
Cc1cc(OCC(=O)Nc2ccccc2C#N)nc(-c2ccc(F)cc2)n1 | -15 | -10 | -25 | -16 | -6 | -11 | 36* | -10
CC1CN(C(=O)c2cccc(C(F)(F)F)c2)Cc2ccccc2N1C (stereo unspecified) | -131 | 3 | 16 | 14 | 12 | 5 | 18 | -10
Cc1nc(-c2ccccc2)nc2sc(C(=O)c3cc4ccccc4o3)c(N)c12 | -137 | -14 | i | -124 | -131 | -126 | -76 | -80
O=C(NCCc1ccncc1)c1nc2c(o1)CN(CC1CC1)C2 | -62 | -2 | -11 | -10 | -13 | -5 | -26 | -2
O=C1NC2(CCN(C(=O)Cc3ccccc3Cl)CC2)Nc2ccccc21 | -5 | 0 | 0 | -4 | -2 | -1 | -3 | 1
O=C(Nc1ccncc1)c1nc2c(s1)CCN(C(=O)c1ccccc1)CC2 | -30 | 0 | -23 | 0 | -7 | -6 | -9 | -7
COCCN1C(=O)c2ccccc2C(C(=O)Nc2cccc(C(C)=O)c2)C12CCCC2 (stereo unspecified) | -179 | -2 | -16 | 5 | 3 | 1 | -39 | -3
CCn1ccc(C(=O)N2CCC3(CC2)Nc2cccnc2NC3=NCc2ccccc2)n1 | -77 | -6 | -351 | -75 | -119 | -6 | -77 | -9
O=C(NC1CCCCC1)c1cc2c(cn1)[nH]c1ccccc12 | -161 | 1 | -36 | -11 | 59* | 0 | -38 | 4
CCN1CCN(S(=O)(=O)c2c(C)nn(-c3ccc(C)cc3)c2C)CC1 | 1 | 3 | 15 | 6 | 6 | 0 | 5 | -3
Cc1cccc(C(=O)Nc2c(C(=O)N3CCN(c4ccccc4F)CC3)[nH]c3ccccc23)c1 | -17 | 0 | -14 | -5 | -11 | -1 | nt | 1
CS(=O)(=O)N1CCC[C@@H](Cn2nnc(-c3ccccn3)n2)C1 | -1 | 0 | 8 | -3 | -4 | 0 | -5 | 0

(cont.)
SMILES	USP8 block	USP10 inh	USP30 block	OTUD3 block	USP28 inh	UCHL1 block	USP17 block	USP7 block
Cn1nccc1C(=O)N[C@@H]1CC[C@@H](Oc2cccnc2)[C@H](O)[C@H]1N1CCCCC1	-7	-2	-45	-8	-19	-1	-9	-5
O=C(NCc1ccc(Cl)cc1)N1CCc2ccccc2C1	10	2	21	0	7	-2	27	-52
O=C(Nc1ccc2c(c1)OCCO2)C1CCN(C(=O)c2cc(-c3cccnc3)n[nH]2)CC1	-9	0	6	-4	53*	-1	-3	2
O=C(COc1ccc2c(c1)OCO2)Nc1ccc2c(c1)OCCO2	-2	-1	-22	-2	36*	0	-21	0
Cc1cc(C)c2c(NC(=O)c3cccc4ccccc34)nn(C)c2n1	10	3	17	0	-4	1	49*	5
CN1C(=O)C(C)(C)COc2ccc(NS(=O)(=O)c3ccccc3Cl)cc21	1	8	1	5	4	-1	20	3
COc1ccccc1C1c2[nH]c3ccccc3c2C[C@H]2C(=O)N(C3CCCCC3)CC(=O)N12 (stereo partly specified)	4	1	11	-7	-1	11	-4	8
CC(=O)NC(Cc1ccccc1)C(=O)NC1CCN(C(=O)C2CCCCC2)CC1 (stereo unspecified)	0	-3	-7	-2	-4	-2	-2	-2
CCCNS(=O)(=O)c1c(C)sc(C)c1-c1cc(C(F)(F)F)on1	1	4	-11	2	8	4	5	0
COCC(=O)N1CCCC1c1ccnc(Nc2ccccn2)n1 (stereo unspecified)	-4	1	0	-1	-8	1	-3	1
O=C1Nc2c(Cl)cc(Cl)cc2C1(O)c1sc(NC2CCCCC2)nc1-c1ccccc1 (stereo unspecified)	87*	4	8	6	8	-1	66*	3
COc1ccc(CNC(=O)CSCc2nc(-c3cccc(C)c3)oc2C)cc1	-65	6	0	0	8	5	12	-51
Cn1cnc(S(=O)(=O)N2CCOC(c3ccc(Nc4ccccn4)cn3)C2)c1 (stereo unspecified)	-1	0	12	-2	-10	-2	0	-1
Cc1ccc(C(=O)N(Cc2ccccn2)c2nc3ccc(F)cc3s2)cc1	0	-1	-13	-4	-4	0	2	0
O=C(NCc1cccnc1)c1cc(-c2ccccc2)on1	-2	1	11	9	9	-1	-1	3
O=C(Nc1ccc2[nH]c(=O)[nH]c2c1)c1cc2c(s1)CCCCC2	53*	-9	-63	14	14	-6	26	7
Cc1ccoc1C(=O)N1C[C@H](OCc2ccccn2)[C@H]2OCCC[C@H]21	-19	-3	7	13	4	0	5	-1
Fc1ccccc1Cc1nnc(C2(c3ccccc3)CCOCC2)o1	20	1	22	13	22	4	19	-22
CCN(CC)C(=O)c1[nH]c(C)c(C(C)=O)c1C	14	-1	-9	-9	-12	-2	0	0
O=C(Nc1ccc2c(c1)OCCO2)C1CCC(Cn2cnc3ccccc3c2=O)CC1 (stereo unspecified)	3	51*	16	11	92*	6	-4	2
CC(C)c1ccc(C(C(=O)NC2CCCCC2)N(C(=O)c2cnccn2)c2ccc3c(c2)OCO3)cc1 (stereo unspecified)	0	-2	12	0	5	-1	9	6
CCCc1nc(-c2cccc(OCC(=O)Nc3ccccc3Cl)c2)no1	8	1	-51	-19	-20	3	-32	9
CCOC(=O)Nc1ccc(N2CCn3c(nc4ccccc43)C2)cc1OC	-233	-7	i	-197	-236	-61	-186	-53
O=C(NCCC1=CCCCC1)c1cn(Cc2ccccc2)nc1-c1cccnc1	-18	-4	-13	-10	-6	-1	-16	-21
CCc1nc2sc(C(C)C)nn2c1S(=O)(=O)N1CCCCCC1	5	0	36*	15	10	0	-31	-35
COc1cc(CC(=O)Nc2cc(S(=O)(=O)N3CCOCC3)ccc2N2CCOCC2)cc(OC)c1OC	6	-1	14	12	0	0	6	2
O=C1CC(c2nc(-c3ccc(N4CCCCC4)cc3)no2)CN1C1CCCC1 (stereo unspecified)	3	-3	-14	4	0	2	-1	-10
CCc1cc(=O)n(CC(=O)NCc2ccc(C)cc2)c(N2CCOCC2)n1	5	0	9	9	1	0	9	1
CC1CC(=O)c2cnc(N3CCN(c4ccccn4)CC3)nc2C1 (stereo unspecified)	2	6	0	1	0	0	-2	2
O=C(c1nc(-c2cccc3[nH]ccc23)no1)N1CCCCC1	0	2	-14	-9	-23	-1	-8	-9
Cc1cc(C)n(-c2nc3ccccc3nc2NCCc2ccc(Cl)cc2)n1	0	-2	-12	2	-2	0	-10	nt
CC1CCN(S(=O)(=O)c2cn(CC(=O)Nc3ccc(F)cc3Cl)c(=O)c3ccccc23)CC1	4	8	-5	-3	-6	6	7	5
CCc1ccccc1N1C(=O)Nc2ccccc2S1(=O)=O	2	3	8	-1	-3	-1	-1	0
CC(C)c1nc2c(c(=O)c3ccccc3n2C)c(=O)n1CCc1ccccc1	1	7	50*	2	35*	-2	4	-10
N#Cc1c(N)nc2c(c1-c1ccccc1)CCc1ccccc1-2	9	8	-3	-10	16	4	-2	-16
Cc1nn(-c2ccc(F)cc2)c(C)c1S(=O)(=O)N1CCC2(CC1)OCCO2	1	0	11	6	4	2	3	4
O=C(O)/C(=C\c1ccc(Br)cc1)NC(=O)c1ccco1	0	0	0	-2	-3	0	2	-1
